Assay outcomes from PubChem.
Epigenetic reg = Quantitative High-Throughput Screen for Regulators of Epigenetic Control | 280,000 tested, 0.2% active | murine LDR cells, GFP reporter derepression, 30 h | AID 1865, 2009 | Potency, µM (titrated, usually from 53.9 µM), without a hit: at the top dose GFP activation, most hits filed as activators; note: % of control where 0% means no effect; nearly all actives have a fitted effect of over 60% in size
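GFP-positive cell count by laser-scanning cytometry (objects 20–120 um) after 30 h, 37 C compound exposure of murine LDR cells; reporter is CMV-GFP integrated at a silenced locus, inducible by HDAC or DNMT inhibitors.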
GLA spleen mod = qHTS Assay for Inhibitors and Activators of Human alpha-Galactosidase From Spleen Homogenate; Alpha-galactosidase A (Homo sapiens), P06280; human spleen homogenate, 4MU-alpha-Gal fluorescence, 40 min; Potency, µM (top dose mostly 80 µM), without a hit: top-dose activity change, negative = inhibition, usual class: inhibitors; 240,000 tested, 0.008% active; AID 2107, 2009;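 note: 0% = enzyme with vehicle and -100% = no enzyme basal signal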
Target sequence (P06280 32-429 limits assumed): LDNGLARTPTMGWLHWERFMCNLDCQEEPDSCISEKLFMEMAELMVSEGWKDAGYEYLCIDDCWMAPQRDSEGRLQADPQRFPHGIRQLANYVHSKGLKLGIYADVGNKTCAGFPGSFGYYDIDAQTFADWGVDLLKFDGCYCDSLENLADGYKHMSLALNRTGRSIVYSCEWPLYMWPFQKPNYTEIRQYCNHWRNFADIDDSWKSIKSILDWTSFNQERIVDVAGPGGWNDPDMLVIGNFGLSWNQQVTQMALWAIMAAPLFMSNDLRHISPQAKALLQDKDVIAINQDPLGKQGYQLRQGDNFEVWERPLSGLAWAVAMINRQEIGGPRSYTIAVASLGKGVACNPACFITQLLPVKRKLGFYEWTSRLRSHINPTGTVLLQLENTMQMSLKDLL
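Human spleen homogenate (1 ug) was the enzyme source, with 4-methylumbelliferyl-alpha-D-galactopyranoside (1 mM final) in pH 5.0 citrate buffer with 0.01% Tween-20. Compounds were titrated; after 40 min at 37C, NaOH/glycine stop, 4-MU fluorescence read; AC50 from Hill fits.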
Tau fluor counter = Counterscreen qHTS for Inhibitors of Tau Fibril Formation, Fluorescence Polarization; 280,000 tested, 0.93% active; AID 1463, 2008; tau K18 P301L (four-repeat tau fragment) Alexa594 fluorescence, heparin fibrillization; Potency, µM (titrated, usually from 57.7 µM), without a hit: top-dose activity change, negative = decrease; note: % is set by controls: 0 for no effect and ±100 for the full control effect; nearly all actives have a fitted effect of over 55% in size
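Human K18 P301L tau (15 uM unlabeled plus 0.24 uM Alexa 594-labeled, final) in 100 mM sodium acetate pH 7 was mixed with compound and 20 uM heparin and incubated 6 hr at 37 C.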
GAA glycogen mod = qHTS Assay for Inhibitors and Activators of Human alpha-Glucosidase Cleavage of Glycogen; Lysosomal alpha-glucosidase (Homo sapiens), P10253; recombinant GAA, glycogen substrate, Amplex Red glucose oxidase fluorescence; Potency, µM (doses to about 76.4 µM), for inactives: at the top dose activity change, negative = inhibition, usual class: inhibitors; 300,000 tested, 0.38% active; AID 2100, 2009;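 note: 0% = full enzyme reaction and -100% = no-enzyme basal signal; the screen sought inhibitors and activators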
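Natural-substrate format: glycogen cleavage by 4 nM human enzyme, glucose read by Amplex Red coupling (Ex 573, Em 610 nm). Normalized to enzyme and no-enzyme controls.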
ALDH1A1 block = qHTS Assay for Inhibitors of Aldehyde Dehydrogenase 1 (ALDH1A1); Aldehyde dehydrogenase 1A1 (Homo sapiens), P00352; Purified ALDH1A1, NADH fluorescence, propionaldehyde substrate; Potency, µM (doses to about 75.3 µM), for the others: top-dose activity, negative = inhibition, usual class: inhibitors; 220,000 tested, 7.3% active; active = well fitted inhibition curve with a large enough effect, not every such curve was filed as active; inconclusive = small, poorly fitted or top-dose-only effect, or another doubt; inactive = no such curve, though single readings can be large or run the other way;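 note: plate controls were no enzyme wells and a reference inhibitor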
NPSR antagonist = qHTS Assay for Antagonists of the Neuropeptide S Receptor: cAMP Signal Transduction | CHO-NPSR cells, cAMP TR-FRET, antagonist mode | 220,000 tested, 1% active | Q6W5P4 | Potency, µM (titrated, usually from 38.3 µM), for inactives: at the top dose activity change, negative = inhibition, most hits filed as inhibitors; note: % is set by controls: 0 for no effect and ±100 for the full control effect; nearly all actives have a fitted effect of over 50% in size; many of its hits are not listed in these tables
Target sequence (Q6W5P4 whole entry, looked up): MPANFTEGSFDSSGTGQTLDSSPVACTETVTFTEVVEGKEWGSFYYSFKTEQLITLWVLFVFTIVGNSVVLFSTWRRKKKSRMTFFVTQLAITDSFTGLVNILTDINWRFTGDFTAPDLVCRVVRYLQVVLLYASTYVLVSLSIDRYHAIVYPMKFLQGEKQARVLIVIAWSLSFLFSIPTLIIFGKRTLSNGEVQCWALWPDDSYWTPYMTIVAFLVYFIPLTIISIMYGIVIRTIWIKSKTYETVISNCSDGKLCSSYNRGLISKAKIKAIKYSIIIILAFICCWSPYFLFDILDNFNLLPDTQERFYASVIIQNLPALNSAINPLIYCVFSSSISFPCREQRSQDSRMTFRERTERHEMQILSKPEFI
aGlu spleen mod = qHTS Assay for Inhibitors and Activators of Human alpha-Glucosidase From Spleen Homogenate; human spleen homogenate, 4-MU-alpha-glucoside fluorescence; Potency, µM (top dose mostly 79.9 µM), for inactives: at the top dose activity change, negative = inhibition, actives largely listed as inhibitors; 240,000 tested, 0.006% active;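 note: 0% = enzyme with vehicle and -100% = no enzyme basal signal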
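Enzyme source: human spleen homogenate, 1 ug/well. Buffer 50 mM citric acid/K phosphate pH 5.0, 0.01% Tween-20. 4-MU-alpha-glucoside 1 mM; 37 C x 40 min; NaOH/glycine stop; fluorescence.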
GAA inh = qHTS Assay for Inhibitors of Human alpha-Glucosidase as a Potential Chaperone Treatment of Pompe Disease | Lysosomal alpha-glucosidase (Homo sapiens), P10253 | purified human GAA, 4-MU-alpha-glucoside fluorescence | Potency, µM (series often up to 76.9 µM), inactives show at the top dose activity change, negative = inhibition, most hits filed as inhibitors | 200,000 tested, 0.005% active | AID 1466, 2008;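 note: plate controls were uninhibited enzyme wells for no effect and no-enzyme background for full effect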
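Fluorogenic assay: 4 nM human alpha-glucosidase with 400 uM 4-methylumbelliferyl-alpha-D-pyranoside in 50 mM citrate/phosphate, 0.005% Tween-20, pH 5.0, 20 min at room temperature. Compounds tested up to 77 uM; AC50 from Hill fits.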
Starred values were filed as active, the others as inactive; ? = inconclusive; / = no result given; & = joins results of further samples; [ ] = dose if it differs, or a comment. Unless noted, calls come from the whole dose curve; as a rule, active = well fitted curve in the direction sought with a large enough effect; inconclusive = small, poorly fitted or top-dose-only effect, or another doubt; inactive = no such curve, though single readings can be large; an effect the other way counts as inactive or inconclusive. Potency is the fitted concentration of half-maximal effect.

smiles | Epigenetic reg | GLA spleen mod | Tau fluor counter | GAA glycogen mod | ALDH1A1 block | NPSR antagonist | aGlu spleen mod | GAA inh
Clc1ccccc1CN1CCN(c2ccccc2)CC1 | 1.5% | -2% | -15% | -1% | ? | -11%[46.1 µM] | -3% | 0%
c1cc2c(cc1CCNC1CCCCCC1)OCO2 | 0.0% | 8% | -1% | 5% | -10% | 10% | 1% | -12%
COc1ccc2cc1Oc1ccc(cc1)C[C@H]1c3cc(c(OC)cc3CCN1C)Oc1c(O)c(OC)cc3c1[C@H](C2)N(C)CC3 | 1.6% | -2% | 10% | ? | / | 7% | -6% | /
COc1ccc(OCC(=O)Nc2ccc(Cl)cc2C(=O)c2ccccc2)cc1 | 0.0% | 2% | -15% | 6% | ? | -23%[46.1 µM] | 4% | -4%
COc1cc(C(=O)Nc2ccc(Br)cc2C(=O)c2ccccc2Cl)cc(OC)c1OC | -2.2% | -6% | 0% | 7% | -4% | -33% | -6% | 2%
Cc1ccc(-n2c(O)c(C=NCCC3=CCCCC3)c(=O)[nH]c2=O)cc1 | 4.0% | 1% | -8% | 3% | ? | -17% | 1% | -9%
CC(=O)[C@H]1[C@H](C#N)CC2C3CC=C4C[C@@H](O)CCC4(C)C3CCC21C (stereo partly specified) | -1.4% | 1% | -10% | / | -2% | / | 4% | /
CC1(C)C(c2ccccc2)=NC(c2cccnc2)=[N+]1[O-] | 3.4% | -14% | -5% | -1% | 5% | -5%[46.1 µM] | -6% | -12%
CCOC(=O)C1=C(C)N(C)C2(C)CC1c1ccccc1O2 (stereo unspecified) | 0.0% | -11% | -5% | -14% | 2% | -13%[46.1 µM] | -3% | 1%
COc1ccc2ccc(O)c(CN3CC=C(c4ccccc4)CC3)c2c1 | 0.0% | -2% | ? | ? | ? | -23% | 6% | 5%
CCOP(=O)(OCC)c1nc(-c2ccccc2)oc1NCc1ccccc1 | 0.0% | 3% | -6% | 1% | ? | -23% | 1% | ?
CC1=C2C3OC(=O)C(C)C3CC[C@@]2(C)C=CC1=O (stereo partly specified) | -0.1%&-1.7% | -5%&-6% | -6%&-3% | 9% | 7%&9% | -9% | -1%&-8% | 1%
C[C@@H](N)Cn1ccc2cc(F)c(Cl)cc21 | 1.0% | -4% | -15% | / | 2% | / | -4% | /
CCOC(=O)C(=O)NC1CCSC1=O (stereo unspecified) | -0.7% | 4% | -12% | 4% | 6% | -7%[46.1 µM] | -7% | -1%
CCN(CC)CCCN=Cc1c(O)n(-c2cccc(C)c2C)c(=O)[nH]c1=O | -0.4% | -4% | 0% | -17% | 4% | -1%[46.1 µM] | -6% | -2%
CC(C)[C@@]1(NC(=O)[C@H]2CC3c4cccc5[nH]cc(c45)C[C@H]3N(C)C2)O[C@@]2(O)C3CCCN3C(=O)[C@@H](Cc3ccccc3)N2C1=O (stereo partly specified) | 13%&18% | -1%&-8% | 2.5µM*[quencher] | / | -2%&-14% | / | -1%&0% | /
CC(C)Cc1nnc(NC(=O)CCC(=O)N2CCC3(CC2)OCCO3)s1 | 2.5% | -1% | -8% | 0% | / | 48% | -2% | /
C=CCN1C(=O)NC(=O)/C(=C/C=C/c2ccccc2)C1=O | ? | 2% | -20% | -6% | 14µM* | -44% | -6% | 4%
N#CC[N+]1(CCCNP2(=O)C=C(c3ccccc3)OC(c3ccccc3)=C2)CCOCC1 | 2.5% | 6% | 0% | 7% | -6% | 9% | 6% | 4%
CC(C)COP(=O)(c1ccc(N(C)C)cc1)C(Nc1ccccc1)c1ccccc1 (stereo unspecified) | 0.0% | 2% | -8% | 2% | -8% | ? | -3% | -10%
COc1cccc(CN2CCN(C(=O)COc3ccc4ccccc4c3)CC2)c1 | -0.5% | -4% | -3% | 9% | 25µM* | -21%[46.1 µM] | -15% | ?
Cc1cccc(-n2c(O)c(/C=C3/C(c4ccccc4)=Nc4ccccc43)c(=O)[nH]c2=O)c1 | 2.1% | 0% | -19% | -13% | / | -10% | -3% | /
O=[N+]([O-])c1cc(F)c(N2CCCC2)cc1Br | 1.1% | -2% | -7% | 10% | -3% | 12% | 2% | -3%
CC(C)OP(=O)(OC(C)C)C(O)c1cccnc1 (stereo unspecified) | 0.9% | 0% | -4% | 2% | 6% | 17% | -5% | -3%
[O-]/[N+](=C/c1cccnc1)c1ccc(Br)cc1 | 0.0% | -9% | -20% | 4% | 1.8µM* | ? | -2% | 1%
N#Cc1c(/N=C/c2ccc(O)cc2O)sc2c1C1CCN2CC1 | 0.0% | 29% | ? | ? | ? | -13% | 7% | -3%
Cc1cccc(NC(=O)N2CCCC2)c1 | -4.5% | -3% | -2% | 23% | 16% | 23% | -1% | 3%
Cc1nc2ccc(Cl)cn2c1P(=S)(N1CCOCC1)N1CCOCC1 | -7.2% | -4% | -2% | 4% | 10% | 4%[46.1 µM] | -17% | -5%
CC1COC2N=C(N[N+](=O)[O-])NC2O1 (stereo unspecified) | 1.1% | -5% | -5% | 8% | 7% | 1% | -2% | 5%
COc1cc(N2CCOCC2)ccc1/C=C1\C(=O)NC(=O)N(Cc2cccs2)C1=O | -0.1% | -3% | -14% | 2% | ? | -8% | -5% | 3%

(cont.)
Short keys: A = Epigenetic reg; B = GLA spleen mod; C = Tau fluor counter; D = GAA glycogen mod; E = ALDH1A1 block; F = NPSR antagonist; G = aGlu spleen mod; H = GAA inh
Structure: COc1ccc(/C=N/NC(=O)c2cccc([N+](=O)[O-])c2)cc1OC
  A: 1.1% | B: 3% | C: -3% | D: -10% | E: -9% | F: 1% | G: -10% | H: ?
Structure: CCOC(=O)C(O)(c1ccc(NC(=O)NC2CCCCC2)cc1)C(F)(F)F (stereo unspecified)
  A: -1.5% | B: -7% | C: -20% | D: -1% | E: -8% | F: -12%[46.1 µM] | G: -6% | H: ?
Structure: Cc1nc2cc(-c3ccccc3)nn2c(C)c1CCC(=O)N1CCC2(CC1)OCCO2
  A: 0.0% | B: -3% | C: -7% | D: -18% | E: ? | F: -24%[46.1 µM] | G: -9% | H: -1%
Structure: O=C(c1cc2ccccn2n1)N1CCN(Cc2ccccc2)CC1
  A: -1.4% | B: 4% | C: -3% | D: 5% | E: ? | F: -3%[46.1 µM] | G: -1% | H: -13%
Structure: O=c1[nH]c(=O)n(-c2ccc(Br)cc2)c(O)c1C=NCCN1CCCCC1
  A: 0.1% | B: 15% | C: 1% | D: 6% | E: / | F: 11% | G: 0% | H: /
Structure: CC[N+](CC)(CC#CCO)CC#Cc1ccccc1
  A: -2.8% | B: -2% | C: -5% | D: 1% | E: -9% | F: 19% | G: / | H: -1%
Structure: COc1ccc(CNc2oc(-c3cccc4ccccc34)nc2P(=O)(OC)OC)cc1
  A: 1.0% | B: ? | C: ? | D: -28% | E: ? | F: -25% | G: ? | H: ?
Structure: COc1ccccc1N1CCN(Cc2ccc(Br)s2)CC1
  A: 3.2% | B: 7% | C: -13% | D: 0% | E: -2% | F: -20%[46.1 µM] | G: -4% | H: 0%
Structure: Cc1cc(C=O)c(C)n1C(C)C
  A: -2.2% | B: 7% | C: -2% | D: 3% | E: 14µM* | F: 10% | G: 3% | H: -4%
Structure: CN(C)CCN=Cc1c(O)n(Cc2ccc3c(c2)OCO3)c(=S)[nH]c1=O
  A: 0.0% | B: 6% | C: 0% | D: 3% | E: / | F: 19% | G: 11% | H: /
Structure: O=C(NCCN1CCCCC1)c1ccc(Cl)nc1Cl
  A: -0.1% | B: -12% | C: -10% | D: -8% | E: 6% | F: -11% | G: -3% | H: /
Structure: N#CCCn1cc(C(=O)NCc2ccccc2)c(-c2ccc3c(c2)OCCO3)n1
  A: 1.3% | B: -2% | C: 3% | D: 10% | E: ? | F: 7% | G: -2% | H: ?
Structure: CCCS(=O)(=O)N1CCC(C(=O)N2CCC3(CC2)OCCO3)CC1
  A: -2.1% | B: 9% | C: -12% | D: 2% | E: ? | F: -18%[46.1 µM] | G: -6% | H: 0%
Structure: COc1ccc(-c2cc(=Nc3cccc(C(=O)O)c3)c3cc(C)ccc3o2)cc1
  A: -3.1% | B: 14% | C: -12% | D: 2% | E: ? | F: -34% | G: 8% | H: 11%
Structure: Cc1oc(-c2ccccc2Cl)nc1CN1C(=O)CN=C(c2ccccc2)c2ccccc21
  A: 1.0% | B: 5% | C: -14% | D: -15% | E: 7% | F: -31% | G: -7% | H: ?
Structure: CCCCCCCCCCCCn1ccc(=N)cc1
  A: 5.2% | B: -5% | C: 9% | D: 6% | E: / | F: 6.3µM* | G: -1% | H: /

Quoted from the listing for reference:
Short keys: A = Epigenetic reg; B = GLA spleen mod; C = Tau fluor counter; D = GAA glycogen mod; E = ALDH1A1 block; F = NPSR antagonist; G = aGlu spleen mod; H = GAA inh
Structure: O=C(NCCN1CCCCC1)c1ccc(Cl)nc1Cl
  A: -0.1% | B: -12% | C: -10% | D: -8% | E: 6% | F: -11% | G: -3% | H: /
Structure: N#CCCn1cc(C(=O)NCc2ccccc2)c(-c2ccc3c(c2)OCCO3)n1
  A: 1.3% | B: -2% | C: 3% | D: 10% | E: ? | F: 7% | G: -2% | H: ?
Structure: CCCS(=O)(=O)N1CCC(C(=O)N2CCC3(CC2)OCCO3)CC1
  A: -2.1% | B: 9% | C: -12% | D: 2% | E: ? | F: -18%[46.1 µM] | G: -6% | H: 0%
Structure: COc1ccc(-c2cc(=Nc3cccc(C(=O)O)c3)c3cc(C)ccc3o2)cc1
  A: -3.1% | B: 14% | C: -12% | D: 2% | E: ? | F: -34% | G: 8% | H: 11%
Structure: Cc1oc(-c2ccccc2Cl)nc1CN1C(=O)CN=C(c2ccccc2)c2ccccc21
  A: 1.0% | B: 5% | C: -14% | D: -15% | E: 7% | F: -31% | G: -7% | H: ?
Structure: CCCCCCCCCCCCn1ccc(=N)cc1
  A: 5.2% | B: -5% | C: 9% | D: 6% | E: / | F: 6.3µM* | G: -1% | H: /

Only part of the results is shown (hit frequency here may not be typical).
